# PfHsp40 yeast – rescue of yeast from PfHsp40 toxicity, primary screen, S. cerevisiae, ATP luminescence; 340,000 tested, 0.68% active; S. cerevisiae expressing PfHsp40, growth rescue; AID 504582, 2011; growth rescue, % at 12.5 µM; in the data active = growth rescue above about 28%, passing the limit was not always enough; inconclusive = no clear call, values can overlap the other calls;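 also: yeast W303a lacking pdr1 and pdr3 grown in galactose medium; growth measured after three days at 30 °C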
# PriA SSB inh – inhibitors of Klebsiella pneumoniae PriA binding to SSB C-terminal tail, primary screen, biochemical, AlphaScreen; PriA–SSB C-terminal tail interaction (Klebsiella pneumoniae); AlphaScreen SSBct-PriA binding, biotinylated peptide; inhibition, % at 33 µM; 430,000 tested, 0.6% active; AID 1272365, 2023; in the data active = inhibition mostly above about 37%, no sharp cut-off; inactive = mostly below about 20%;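 also: plate controls were negative control peptide for no effect and reference peptide for full effect; strong numbers were not always called active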
# Vc quorum ag – inducers of Vibrio cholerae quorum light production without autoinducers, primary screen, BH1578 luxS cqsA deficient, single point. V. cholerae BH1578 lux reporter, luminescence, 6 h. activation, % at 18.7 µM. 350,000 tested, 0.16% active. AID 588436, 2011; in the data active = activation mostly above about 9.7%, no sharp cut-off; inconclusive = no clear call, values can overlap the other calls; inactive = mostly below about 3.7%; also: not every result past the cut was called active; inactives centre near 0; reference of the scale not given here
# BoNT A protease – BoNT/A light chain protease inhibitors, primary screen, biochemical, flow cytometry, MLPCN library | Botulinum neurotoxin type A light chain protease (Clostridium botulinum A str. ATCC 3502) | 360,000 tested, 0.17% active | inhibition, % at 10 µM | multiplex microsphere protease substrate cleavage; also: plate controls were buffer without enzyme for full effect and enzyme alone for no effect
# Y pestis TopoI – Yersinia pestis topoisomerase I inhibitors, primary screen, biochemical, cleavage product accumulation, plate reader, single point; DNA topoisomerase I (Yersinia pestis CO92); Y. pestis Topo-I cleavage product accumulation; activity, % at 10 µM; 360,000 tested, 0.064% active; AID 504884, 2011; in the data active = activity above about 50%, passing the limit was not always enough; inconclusive = no clear call, values can overlap the other calls; also: inactives centre near 2
# 3CLpro inhibitor – SARS-CoV 3CLpro protease inhibitors, primary screen, biochemical, quenched FRET; AID 1706, 2009; 290,000 tested, 0.14% active; inhibition, % at 6 µM; recombinant SARS-CoV 3CLpro, quenched FRET peptide cleavage; in the data active = inhibition above about 12%
# TcdB GH inh – TcdB glycohydrolase inhibitors, primary screen, biochemical, single point, plate reader. Toxin B (Clostridioides difficile), P18177. TcdB glycohydrolase enzymatic assay. inhibition, % at 9.99 µM. 350,000 tested, 0.24% active; in the data active = inhibition above about 10%
# Anthrax LF prot – Bacillus anthracis LF protease inhibitors, primary screen, biochemical, multiplex microsphere, MLPCN library; Lethal factor (Bacillus anthracis), P15917; multiplex microsphere protease cleavage assay; inhibition, % at 10 µM; 360,000 tested, 0.12% active; AID 588501, 2011; also: plate controls were buffer without enzyme for full effect and enzyme alone for no effect
# PrPC surface inh – inhibitors of human cell surface prion protein PrPC, primary screen, cell-based, TR-FRET; Major prion protein (Homo sapiens), P04156; TR-FRET read-out; inhibition, % at 13.8 µM; 370,000 tested, 0.43% active; AID 720596, 2013; in the data active = inhibition above about 24%; also: 0% = median of the test wells and 100% = reference compound wells
# Starred values were filed as active, the others as inactive; i = inactive; ? = inconclusive; / = not tested or not shown. Rule as the data show it, unless noted: active = inhibition above about 30%; inconclusive = no clear call, values can overlap the other calls; inactive = below that. A portion of the library; the hit share may differ from the screen's.
SMILES,PfHsp40 yeast,PriA SSB inh,Vc quorum ag,BoNT A protease,Y pestis TopoI,3CLpro inhibitor,TcdB GH inh,Anthrax LF prot,PrPC surface inh
O=C1[C@@H]2[C@@H](CN3CN(c4ccccc4)N=C(c4ccccc4)[C@@]23c2ccccc2)C(=O)N1c1ccccc1,-1.6,-14.6,i,0.4,6.7,/,-0.2,-2.8,2.3
C/C(=N\NC(=O)CNC(=O)C1COc2ccccc2O1)c1ccco1 (stereo unspecified),-0.4,/,i,-6.2,5.8,0.1,-1.4,-6.4,-4.3
O=C1CC(NCc2ccc3c(c2)OCO3)C(=O)N1CCc1ccccc1 (stereo unspecified),-0.1,-15.9,-0.5,-0.9,13.2,0.3,1.3,-0.8,-8.5
Cc1cccn2cc(-c3ccc(Cl)cc3)nc12,0.4,-9.0,-0.4,0.3,11.4,0.9,1.1,-3.1,-9.5
Cc1c(C(=O)NCCN2C(=O)S/C(=C\c3cccnc3)C2=O)cccc1[N+](=O)[O-],1.7,-12.3,-0.3,0.4,1.7,-0.8,0.9,-3.3,-3.0
Cn1c(N2CCN(C(=O)NC34CC5CC(CC(C5)C3)C4)CC2)nc2ccccc21,-0.1,-3.5,i,-0.3,4.2,3.8,/,-4.4,-6.1
C=CC[C@@H](CC(=O)N[C@@H](CO)Cc1ccccc1)C(=O)N[C@@H](COC(=O)[C@@H](CC=C)Cc1ccc(F)cc1)Cc1c[nH]c2ccccc12,-0.2,11.4,1.1,0.0,-7.8,/,-0.6,-1.9,-5.8
COc1cccc2c(=O)n(CC(=O)N3CCN(c4ccccc4)CC3)ccc12,2.2,-7.9,-0.4,0.0,-10.1,-0.5,1.3,0.4,5.7
Cc1csc(=S)n1-c1ccccc1,-1.6,-13.3,i,0.2,2.6,-0.9,/,8.3,8.8
Cc1cc(/C=N/NC(=O)Cn2c3ccccc3c(=O)c3ccccc32)c(C)n1-c1ccccc1,-1.3,/,-0.3,-0.8,32.1,-4.2,0.8,-1.7,0.2
Cc1cccc[n+]1CC(=O)Nc1cccc([N+](=O)[O-])c1,-1.2,-6.7,2.3,0.1,-2.7,0.6,-4.7,-3.9,-10.8
c1ccc(Nc2nc3ccccc3o2)cc1,-0.9,-19.7,i,-0.4,0.9,5.0,/,-0.6,8.9
Cn1nnnc1SCC(=O)Nc1ncc(Cl)cc1Cl,-0.1,9.3,i,-2.8,3.6,/,-0.2,-4.6,-1.3
CN(C)C1=NC[C@H](Cc2ccccc2)N1CCC1CCCC1,-1.4,2.4,-0.3,0.2,-4.7,/,0.9,-24.7,16.1
O=c1cc2c(nn1Cc1ccc(Cl)cc1Cl)-c1ccccc1CC2,-0.1,-15.0,-0.8,2.6,-1.7,4.1,/,3.1,5.3
CC(C)Cc1nnc(NC(=O)CCC(=O)NC2CCCC2)s1,-0.8,-12.6,-0.2,0.3,4.5,-2.5,1.4,-3.0,-0.8
Cc1ccc(Nc2nnc(SCC(=O)NC3CCS(=O)(=O)C3)s2)c(C)c1 (stereo unspecified),1.1,-4.8,-0.2,0.4,8.6,2.9,1.7,-0.7,5.5
COC(=O)c1cc(C(=O)N2CCN(C(=O)c3ccco3)CC2)cc([N+](=O)[O-])c1,-1.9,2.5,/,-0.3,1.4,-3.7,1.5,-1.0,-28.3
O=C(O)c1ccc(Sc2nnnn2-c2ccccc2)c([N+](=O)[O-])c1,0.7,-2.8,-1.2,1.1,1.9,-8.7,-2.6,1.1,-27.9
O=C1CC(c2ccco2)CC(O)=C1C=NCCN1CCN(C(=S)Nc2ccccc2)CC1 (stereo unspecified),-1.7,-7.9,-0.5,-0.3,14.7,-3.9,-1.1,-1.6,-5.7
CN1CCN(NC(=O)CN2C(=O)/C(=C/c3c(Cl)cccc3Cl)SC2=S)CC1,0.2,-4.8,i,1.0,17.4,-1.4,/,-5.2,-1.6
CCc1ccc(/C=c2\s/c(=C\C(=O)C(C)(C)C)[nH]c2=O)cc1,1.1,/,i,0.3,3.7,-3.5,/,-1.8,12.2
O=C(NCc1ccccc1)C(c1ccccc1)N(C(=O)c1csnn1)c1ccc(F)cc1 (stereo unspecified),?,-11.6,-0.4,0.1,26.7,5.2,3.0,-0.2,3.2
O=C(CSc1c2c(nc3ccccc13)CCCC2)NCc1ccco1,-0.9,-14.7,4.2,0.1,1.8,2.1,0.6,3.5,-1.2
CC(C)Cn1c(=S)[nH]c2cc(C(=O)NCc3ccccc3F)ccc2c1=O,-1.3,-3.0,-2.6,-0.5,0.2,/,0.1,1.8,2.6
N#Cc1ccc(-c2ccc(OCC(O)CN3CCOCC3)cc2)cc1 (stereo unspecified),16.7,-11.2,-0.2,0.1,-6.3,-4.9,0.4,0.6,11.0
Nc1nc(-c2ccc([N+](=O)[O-])cc2)c(C(=O)Nc2ccc(Cl)cc2)s1,-0.5,-4.7,i,-0.1,-0.6,-1.2,1.3,9.4,7.3
O=C(Nc1ccc(Cl)cc1)N1CCC(c2nc(-c3ccc(F)cc3)no2)CC1,1.8,-20.3,i,-1.8,-5.7,3.2,0.5,-2.1,5.1
C(=N\N1CCN(Cc2ccccc2)CC1)/c1cccnc1,0.0,/,-0.2,-0.2,-3.5,2.6,/,-1.8,0.7
C/C(=N\NC(=O)c1ccc(F)cc1)c1cccc(NC(=O)c2cccc(F)c2)c1,-0.7,/,-1.4,-1.5,-10.3,-3.5,-1.1,-1.2,9.4

# Single records (already shown).
# O=C(NCc1ccccc1)C(c1ccccc1)N(C(=O)c1csnn1)c1ccc(F)cc1 (stereo unspecified) in the list: PfHsp40 yeast: ?; PriA SSB inh: -11.6; Vc quorum ag: -0.4; BoNT A protease: 0.1; Y pestis TopoI: 26.7; 3CLpro inhibitor: 5.2; TcdB GH inh: 3.0; Anthrax LF prot: -0.2; PrPC surface inh: 3.2
# Cc1cccn2cc(-c3ccc(Cl)cc3)nc12 in the list: PfHsp40 yeast: 0.4; PriA SSB inh: -9.0; Vc quorum ag: -0.4; BoNT A protease: 0.3; Y pestis TopoI: 11.4; 3CLpro inhibitor: 0.9; TcdB GH inh: 1.1; Anthrax LF prot: -3.1; PrPC surface inh: -9.5
# Nc1nc(-c2ccc([N+](=O)[O-])cc2)c(C(=O)Nc2ccc(Cl)cc2)s1 in the list: PfHsp40 yeast: -0.5; PriA SSB inh: -4.7; Vc quorum ag: i; BoNT A protease: -0.1; Y pestis TopoI: -0.6; 3CLpro inhibitor: -1.2; TcdB GH inh: 1.3; Anthrax LF prot: 9.4; PrPC surface inh: 7.3

# The listing continues.
SMILES,PfHsp40 yeast,PriA SSB inh,Vc quorum ag,BoNT A protease,Y pestis TopoI,3CLpro inhibitor,TcdB GH inh,Anthrax LF prot,PrPC surface inh
CN(Cc1ccccc1)C(=O)c1ccc(NC(=O)Cc2cccc(NC(=O)C3CCN(C(=O)C4CCCCC4)CC3)c2)cc1,-0.1,-14.2,-0.4,-0.1,1.7,/,3.6,-6.7,2.5
COc1ccc(CNC(=O)C2CCCN(c3nc4ccccc4o3)C2)c(OC)c1 (stereo unspecified),0.1,-9.5,-0.4,0.7,28.5,-0.3,-0.2,4.0,/
CCCN1CN(Cc2ccco2)c2nc3ccccc3n2C1,0.2,-4.9,-0.1,?,-8.0,-4.3,-0.8,1.4,0.7
CC1CC(=O)NN=C1c1ccc(N)c([N+](=O)[O-])c1 (stereo unspecified),-0.2,8.6,i,0.2,-2.0,3.5,/,0.0,-23.8
Cc1cc(N2CCCCC2)nc(N2CCOCC2)n1,1.4,3.1,i,0.0,4.2,5.3,/,-6.8,-7.5
Cc1[nH]c(C)c(S(=O)(=O)N(C)Cc2ccccc2)c1C(=O)N1CCCC1,-1.3,-6.8,0.5,0.6,-4.3,4.5,-1.3,-2.7,-7.5
CCOc1c(Br)cc(/C=C2\N=C(C)OC2=O)cc1Br,0.2,-3.4,0.0,-1.7,1.6,-4.3,1.3,-12.6,2.8
O=C(NCc1ccc(C(F)(F)F)cc1)c1ccc(-c2cccnc2)c2ccoc12,/,/,i,-0.1,8.0,/,-0.1,-6.6,-1.1
Cc1ccc(NC(=S)N(CCN2CCOCC2)Cc2ccccc2F)cc1Cl,-1.0,-6.0,i,0.4,-2.6,1.8,-0.5,-0.1,6.4
S=C(NCCN1CCOCC1)N/N=C/c1cccs1,0.0,/,-0.5,-0.1,0.9,-5.7,1.0,-10.1,-1.2
O=C(Nc1cccnc1)c1cc(-c2ccccc2O)on1,2.1,-4.1,i,-0.1,1.1,0.8,0.5,-2.0,-2.8
O=C(CSc1ncnc2c1cnn2-c1ccccc1)NC1CCS(=O)(=O)C1 (stereo unspecified),1.1,-8.4,1.1,0.0,-3.6,/,-2.4,-6.3,-2.2
O/N=C/c1ccc(OCc2ccccc2)c(Br)c1,10.1,/,-0.1,-0.3,0.0,0.1,/,-1.0,3.0
COc1ccc(C2Nc3ccccc3C(=O)N2c2ccccc2)cc1CN1CCOCC1 (stereo unspecified),0.0,-7.6,-0.4,0.7,1.4,-1.5,0.5,1.2,-3.4
Cc1cccc(-c2cc3nc(C)c(C)c(NCCCn4ccnc4)n3n2)c1,-1.7,-15.5,0.5,-0.3,35.9,-3.1,2.3,-3.6,-6.6
CCOc1cc2c(cc1OCC)C(C(=O)O)C(c1cc(OC)c(OC)c(OC)c1)N(C)C2=O (stereo unspecified),-0.8,-13.5,8.3,-0.1,9.0,-4.5,/,-1.1,2.5
CC1=C(C(=O)OC(C)C)C(c2coc3ccccc3c2=O)C2=C(CCCC2=O)N1 (stereo unspecified),2.0,-2.1,i,0.7,-4.4,-0.5,/,3.2,-0.2
COc1cc2c(cc1C=O)OCO2,-0.9,2.8,1.7,-0.3,-2.8,3.9,0.4,-0.4,-5.4
O=C(c1ccoc1)N1CCC2(CC1)Oc1ccc(F)cc1C(=O)C21CC(c2ccccc2)=NO1 (stereo unspecified),0.4,-1.0,i,0.1,29.8,/,-0.1,11.3,-2.9
CCCCOC(=O)c1ccc(NC(=O)C(=O)NCCN(C)C)cc1,-1.1,-1.2,i,-0.2,-10.4,4.8,1.5,3.1,-6.6
Cc1ccc(CNC(=O)C2CCCN(S(C)(=O)=O)C2)cc1 (stereo unspecified),-1.4,-12.8,-4.2,-0.5,1.8,0.8,/,-3.9,-2.8
O=[N+]([O-])c1ccc(C(O)C(CO)NC(=S)Nc2ccccc2)cc1 (stereo unspecified),-0.6,-4.8,-0.4,-0.2,-1.1,5.5,1.9,-5.0,-9.1
Cc1nc2scc(C)n2c(=O)c1S(=O)(=O)NCCc1ccc(Cl)cc1,-0.5,-14.8,-0.2,4.2,2.9,3.9,1.0,4.7,2.0
COC(=O)c1ccc2c(CCO)c[nH]c2c1,-1.7,-20.7,i,-0.2,10.2,-5.0,1.2,-3.1,-1.3
Cc1ccccc1NS(=O)(=O)c1ccc(NC(=O)c2nc3ncccn3n2)cc1,-0.5,-9.3,-5.9,0.2,-5.5,-2.6,1.4,-0.2,7.0
COc1ccc(C2CC(=O)Nc3ccccc3S2(=O)=O)cc1OC (stereo unspecified),1.8,-21.8,0.8,0.0,6.3,-7.2,/,-2.2,-3.7
Cc1ccc(CSCC(=O)N2CCCC2)cc1,-1.0,-3.7,i,0.1,-2.2,0.6,-0.8,0.3,1.0
O=C(NC(=S)NCc1ccccc1)C1CC1,2.9,-14.2,-0.2,-0.3,9.9,3.3,0.4,-8.7,8.2
Cc1ccc(/C=N/NC(=O)c2cccs2)s1,-2.2,/,i,0.5,0.0,-0.1,0.8,0.7,-13.2
COc1ccccc1NC(=O)Cn1c([N+](=O)[O-])cnc1C,-0.7,-1.6,i,0.5,-0.8,0.0,0.9,6.7,-8.3

# Assay outcomes: PubChem BioAssay, several laboratories
